T cruzi intra = blocks T. cruzi growth inside host cells. intracellular Trypanosoma cruzi in host cells, plate reader. activity score (inhibition), % at 5.01 µM. hit rate 4.9% among 22,000. AID 651903; in the data active = activity score above about 55%;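 also: parasites and compound incubated about four days before reading; 0% = median of neutral control wells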
INS-1E rescue = rescue of cytokine-induced death in INS-1E beta cells; INS-1E cytokine-induced death, ATP luminescence, 48 h; normalised: neutral wells 0, positive control 100; protection from cytokine-induced ATP loss, % at 10 µM; hit rate 0.1% among 20,000; AID 488910;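 active = mean replicate protection from cytokine-induced ATP loss at least 50% and at least 75% of replicates each reaching 50%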
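Assay system: INS-1E rat insulinoma cells. Amount: 8000 cells per well. Medium: phenol-red-free RPMI with 5% fetal bovine serum. Reagent: IL-1β, TNF-α and IFN-γ cytokine mix. Doses: one compound concentration, pin transfer. Schedule: 48 h co-treatment, 10 min post-lysis read. Detection: CellTiter-Glo luminescence measuring cellular ATP.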
The depositor's hits bear a star; nt = not tested or not shown. The list is partial; the hit share may differ from the screen's.

Molecule | T cruzi intra | INS-1E rescue
C[C@@H]1CN([C@H](C)CO)C(=O)c2cc(NC(=O)Cc3ccccc3)ccc2O[C@H]1CN(C)Cc1ccc2c(c1)OCO2 | -6 | nt
C[C@H](CO)N1C[C@H](C)[C@H](CN(C)C(=O)Nc2ccc(F)cc2)Oc2ccc(NC(=O)CCCN(C)C)cc2C1=O | -16 | 3
C[C@@H]1CN([C@H](C)CO)C(=O)Cc2cc(NC(=O)Cc3cn(C)c4ccccc34)ccc2O[C@@H]1CN(C)S(=O)(=O)c1ccc(F)cc1 | 24 | 2
C[C@H]1CN([C@@H](C)CO)C(=O)c2cccc(NC(=O)NC3CCCCC3)c2O[C@@H]1CN(C)C(=O)Nc1cccc2ccccc12 | 13 | 4
C[C@@H]1CN([C@H](C)CO)C(=O)c2cccc(NC(=O)Nc3ccccc3)c2O[C@@H]1CN(C)C(=O)Nc1cccc2ccccc12 | 18 | 0
C[C@H]1CN([C@@H](C)CO)C(=O)c2cccc(NC(=O)Nc3ccccc3)c2O[C@@H]1CN(C)S(=O)(=O)c1cn(C)cn1 | -9 | 7
C[C@@H]1CCCCO[C@@H](CN(C)Cc2ccc(C(=O)O)cc2)[C@@H](C)CN([C@H](C)CO)C(=O)c2cc(NC(=O)NC3CCCCC3)ccc2O1 | -15 | 10
C[C@@H]1CCCCO[C@@H](CN(C)CC2CCCCC2)[C@@H](C)CN([C@H](C)CO)C(=O)c2cc(NC(=O)c3ccncc3)ccc2O1 | -8 | -2
COc1ccc(S(=O)(=O)N(C)C[C@@H]2Oc3c(NC(=O)Nc4cccc5ccccc45)cccc3C(=O)N([C@@H](C)CO)C[C@@H]2C)cc1 | 15 | 1
COC(=O)CCCCCCC(=O)N/N=C/c1ccoc1 | -5 | -1
CC(C)NC(=O)N(C)C[C@H]1Oc2c(NS(=O)(=O)c3cccs3)cccc2C(=O)N([C@H](C)CO)C[C@@H]1C | -3 | 11
C[C@@H]1CN([C@H](C)CO)C(=O)c2cccc(NS(=O)(=O)c3cccs3)c2O[C@@H]1CN(C)Cc1ccc(Oc2ccccc2)cc1 | -19 | -22
CC(C)NC(=O)N(C)C[C@@H]1Oc2ccc(NS(=O)(=O)c3cccs3)cc2C(=O)N([C@H](C)CO)C[C@H]1C | -16 | nt
Cc1noc(C)c1S(=O)(=O)Nc1ccc2c(c1)C(=O)N([C@H](C)CO)C[C@H](C)[C@H](CN(C)C(=O)Nc1ccccc1)OCCCC[C@@H](C)O2 | -2 | 2
C[C@@H]1CN([C@@H](C)CO)C(=O)Cc2cc(NS(=O)(=O)c3ccccc3)ccc2O[C@@H]1CN(C)CC1CCCCC1 | 3 | -9
C[C@@H]1CN([C@H](C)CO)C(=O)c2cc(NS(=O)(=O)c3ccc(F)cc3)ccc2O[C@@H]1CN(C)C(=O)Nc1ccccc1 | 14 | 3
C[C@H](CO)N1C[C@H](C)[C@@H](CN(C)C)Oc2ccc(NC(=O)CCC(F)(F)F)cc2C1=O | -6 | -5
COc1ccccc1NC(=O)N(C)C[C@H]1OCc2cn(nn2)CCCC(=O)N([C@@H](C)CO)C[C@@H]1C | -2 | nt
C[C@H](CO)N1C[C@H](C)[C@H](CN(C)S(=O)(=O)c2cccc(F)c2)Oc2ncc(C#Cc3ccc(F)cc3)cc2C1=O | 64* | -15
C[C@H](CO)N1C[C@H](C)[C@H](CN(C)S(=O)(=O)c2ccccc2)Oc2c(NC(=O)NC3CCCCC3)cccc2C1=O | -6 | -3
COc1ccc(NC(=O)N(C)C[C@@H]2Oc3ccc(NS(=O)(=O)c4ccc(C)cc4)cc3CC(=O)N([C@H](C)CO)C[C@@H]2C)cc1 | -10 | 1
C[C@H]1CN([C@@H](C)CO)C(=O)c2cc(NS(C)(=O)=O)ccc2O[C@@H]1CN(C)C(=O)Nc1ccc2c(c1)OCO2 | -1 | nt
COc1ccc(CN(C)C[C@@H]2Oc3ccc(NS(=O)(=O)c4cccs4)cc3C(=O)N([C@@H](C)CO)C[C@@H]2C)cc1 | 13 | -7
C[C@@H]1CN([C@@H](C)CO)C(=O)c2cccc(NC(=O)NC3CCCCC3)c2O[C@@H]1CN(C)Cc1ccncc1 | -19 | 7
COc1ccc(CN(C)C[C@H]2Oc3ccc(NC(=O)Nc4ccc(C(F)(F)F)cc4)cc3CC(=O)N([C@@H](C)CO)C[C@@H]2C)cc1 | 12 | -7
C[C@@H]1CN([C@@H](C)CO)C(=O)c2cc(NC(=O)Nc3cccc4ccccc34)ccc2O[C@@H]1CN(C)Cc1ccc(C(F)(F)F)cc1 | 59* | nt
COc1ccc(S(=O)(=O)Nc2cccc3c2O[C@H](CN(C)S(=O)(=O)c2ccc(C)cc2)[C@@H](C)CN([C@@H](C)CO)C3=O)cc1 | 5 | 8
Cc1cc(C(=O)Nc2cccc3c2O[C@H](CN(C)C(=O)Nc2ccccc2)[C@H](C)CN([C@@H](C)CO)C3=O)n(C)n1 | -18 | 26
Cc1noc(C)c1NC(=O)Nc1ccc2c(c1)C(=O)N([C@@H](C)CO)C[C@@H](C)[C@H](CN(C)C(=O)Nc1ccc3c(c1)OCO3)O2 | -7 | 23
C[C@H]1CN([C@@H](C)CO)C(=O)c2cc(NC(=O)Cc3ccccc3)ccc2O[C@H]1CN(C)C(=O)NC1CCCCC1 | -1 | 0
C[C@@H]1CN([C@@H](C)CO)C(=O)c2cccc(NC(=O)c3cnccn3)c2O[C@@H]1CN(C)C(=O)Nc1ccc(C(F)(F)F)cc1 | -8 | 1
C[C@H](CO)N1C[C@H](C)[C@@H](CN(C)Cc2ccc3c(c2)OCCN3C)OCc2cnnn2CCCC1=O | 36 | nt
COc1ccc(S(=O)(=O)N(C)C[C@@H]2Oc3ccc(NS(=O)(=O)c4ccc(C)cc4)cc3C(=O)N([C@@H](C)CO)C[C@@H]2C)cc1 | 13 | 1
COC(=O)CCCCCCC(=O)N/N=C/c1cc(OC)ccc1Br | 12 | 4
C[C@@H]1CN([C@H](C)CO)C(=O)c2cc(NC(=O)Nc3ccc(C(F)(F)F)cc3)ccc2O[C@@H]1CN(C)C(=O)Nc1ccccc1 | -2 | -2
Cc1noc(C)c1NC(=O)Nc1ccc2c(c1)C(=O)N([C@H](C)CO)C[C@H](C)[C@H](CN(C)Cc1ccc(C(=O)O)cc1)OCCCC[C@@H](C)O2 | -19 | -6
COc1ccc(NC(=O)N(C)C[C@@H]2Oc3ccc(NC(=O)C4CCCCC4)cc3CC(=O)N([C@H](C)CO)C[C@H]2C)cc1 | -8 | 7
COc1ccc(S(=O)(=O)N(C)C[C@@H]2Oc3ccc(NS(=O)(=O)c4c(C)noc4C)cc3C(=O)N([C@@H](C)CO)C[C@@H]2C)cc1 | 10 | nt
C[C@H]1CN([C@@H](C)CO)C(=O)c2cc(NS(=O)(=O)c3ccc(Cl)cc3)ccc2O[C@@H]1CN(C)C(=O)Nc1cccc2ccccc12 | -14 | nt
COc1ccc(S(=O)(=O)Nc2ccc3c(c2)CC(=O)N([C@H](C)CO)C[C@@H](C)[C@@H](CN(C)Cc2ccccc2)O3)cc1 | 63* | -6
C[C@H]1CN([C@@H](C)CO)C(=O)c2cccc(NC(=O)Nc3ccccc3)c2O[C@H]1CN(C)C | -14 | -1
CC(C)NC(=O)Nc1cccc2c1O[C@H](CN(C)C(=O)Nc1ccc(C(F)(F)F)cc1)[C@@H](C)CN([C@@H](C)CO)C2=O | -15 | 6
C[C@@H]1CN([C@H](C)CO)C(=O)c2cccc(NC(=O)c3nc4ccccc4s3)c2O[C@H]1CN(C)S(=O)(=O)c1ccc(Cl)cc1 | 68* | -38
C[C@H](CO)N1C[C@H](C)[C@H](CN(C)S(=O)(=O)c2cccs2)OCc2cn(nn2)CCCC1=O | 1 | nt
CC(C)NC(=O)N(C)C[C@@H]1Oc2ccc(NS(=O)(=O)c3ccc(F)cc3)cc2CC(=O)N([C@H](C)CO)C[C@H]1C | -25 | 5
Cc1noc(C)c1NC(=O)N(C)C[C@H]1Oc2ccc(NC(=O)CCN3CCOCC3)cc2CC(=O)N([C@H](C)CO)C[C@H]1C | -20 | 8
C[C@H](CO)N1C[C@H](C)[C@H](CN(C)C(=O)NC2CCCCC2)Oc2ccc(NC(=O)Cc3cn(C)c4ccccc34)cc2CC1=O | -37 | 8
C[C@H]1CN([C@@H](C)CO)C(=O)c2cccc(NS(=O)(=O)c3ccc(Cl)cc3)c2O[C@H]1CN(C)C(=O)Nc1ccccc1 | -1 | 0
COc1ccc(S(=O)(=O)N(C)C[C@H]2Oc3ccc(NC(=O)Nc4ccc5c(c4)OCO5)cc3C(=O)N([C@@H](C)CO)C[C@H]2C)cc1 | 13 | 2
COc1ccc(NC(=O)N(C)C[C@@H]2Oc3ccc(N(C)C)cc3C(=O)N([C@@H](C)CO)C[C@@H]2C)cc1 | -12 | nt
C[C@H](CO)N1C[C@H](C)[C@@H](CN(C)S(=O)(=O)c2ccc(Oc3ccccc3)nc2)OCc2cn(nn2)CCCC1=O | 2 | nt
Cc1noc(C)c1NC(=O)N(C)C[C@@H]1Oc2ccc(NC(=O)NC(C)C)cc2C(=O)N([C@H](C)CO)C[C@H]1C | -13 | 4
C[C@@H]1CN([C@@H](C)CO)C(=O)c2cccc(NC(=O)Nc3ccccc3)c2O[C@H]1CN(C)Cc1ccc(Oc2ccccc2)cc1 | 76* | -25
C[C@@H]1CN([C@H](C)CO)C(=O)c2cccc(NC(=O)c3ccc(-c4nccs4)cc3)c2O[C@H]1CN(C)S(=O)(=O)c1cn(C)cn1 | -23 | 1
Cc1noc(C)c1NC(=O)Nc1ccc2c(c1)C(=O)N([C@H](C)CO)C[C@H](C)[C@@H](CN(C)Cc1ccncc1)OCCCC[C@@H](C)O2 | -20 | 9
C[C@@H]1CN([C@H](C)CO)C(=O)CCCn2cc(nn2)CO[C@@H]1CN(C)C(=O)OCc1ccccc1 | -16 | nt
COc1ccc(S(=O)(=O)N(C)C[C@@H]2Oc3ccc(NC(=O)Nc4cccc5ccccc45)cc3C(=O)N([C@H](C)CO)C[C@@H]2C)cc1 | -2 | -4
C[C@H](CO)N1C[C@H](C)[C@@H](CN(C)CC2CCCCC2)Oc2ccc(NS(=O)(=O)c3ccccc3)cc2C1=O | 14 | 0
C[C@@H]1CN([C@@H](C)CO)C(=O)c2cc(NS(=O)(=O)c3cccs3)ccc2O[C@@H]1CN(C)S(=O)(=O)c1cccs1 | 2 | 3
Cc1ccc(S(=O)(=O)N(C)C[C@H]2Oc3ccc(NC(=O)NC(C)C)cc3C(=O)N([C@@H](C)CO)C[C@H]2C)cc1 | 19 | 0

By substructure, the entries above containing a COOH group.
Molecule | T cruzi intra | INS-1E rescue
C[C@@H]1CCCCO[C@@H](CN(C)Cc2ccc(C(=O)O)cc2)[C@@H](C)CN([C@H](C)CO)C(=O)c2cc(NC(=O)NC3CCCCC3)ccc2O1 | -15 | 10
Cc1noc(C)c1NC(=O)Nc1ccc2c(c1)C(=O)N([C@H](C)CO)C[C@H](C)[C@H](CN(C)Cc1ccc(C(=O)O)cc1)OCCCC[C@@H](C)O2 | -19 | -6

Back to the main list; the four compounds before the break are reprinted first.
Molecule | T cruzi intra | INS-1E rescue
COc1ccc(S(=O)(=O)N(C)C[C@@H]2Oc3ccc(NC(=O)Nc4cccc5ccccc45)cc3C(=O)N([C@H](C)CO)C[C@@H]2C)cc1 | -2 | -4
C[C@H](CO)N1C[C@H](C)[C@@H](CN(C)CC2CCCCC2)Oc2ccc(NS(=O)(=O)c3ccccc3)cc2C1=O | 14 | 0
C[C@@H]1CN([C@@H](C)CO)C(=O)c2cc(NS(=O)(=O)c3cccs3)ccc2O[C@@H]1CN(C)S(=O)(=O)c1cccs1 | 2 | 3
Cc1ccc(S(=O)(=O)N(C)C[C@H]2Oc3ccc(NC(=O)NC(C)C)cc3C(=O)N([C@@H](C)CO)C[C@H]2C)cc1 | 19 | 0
COc1ccc(S(=O)(=O)N(C)C[C@@H]2Oc3ccc(NS(C)(=O)=O)cc3CC(=O)N([C@@H](C)CO)C[C@@H]2C)cc1 | -11 | 0
COc1ccc(S(=O)(=O)N(C)C[C@H]2Oc3c(NC(=O)Nc4ccccc4)cccc3C(=O)N([C@@H](C)CO)C[C@H]2C)cc1 | 7 | -9
C[C@H]1CN([C@@H](C)CO)C(=O)CCCn2cc(nn2)CO[C@H]1CN(C)Cc1ccc(Oc2ccccc2)cc1 | -54 | -9
CC1=C(C/C=N/NC(=O)CCCCCC(=O)O)C(C)(C)CCC1 | -11 | -10
C[C@H](CO)N1C[C@H](C)[C@H](CN(C)C(=O)NC2CCCCC2)Oc2ccc(NC(=O)Nc3cccc4ccccc34)cc2C1=O | 16 | -6
COc1ccc(S(=O)(=O)Nc2ccc3c(c2)CC(=O)N([C@H](C)CO)C[C@@H](C)[C@@H](CN(C)Cc2ccc(C(F)(F)F)cc2)O3)cc1 | 65* | -46
COc1ccc(CN(C)C[C@H]2Oc3c(NC(=O)Nc4ccccc4)cccc3C(=O)N([C@H](C)CO)C[C@H]2C)cc1 | -2 | -13
C[C@@H]1CN([C@H](C)CO)C(=O)c2cc(NC(=O)Cn3cnnn3)ccc2O[C@@H]1CN(C)Cc1ccccc1 | 1 | 3
C[C@@H]1CCCCO[C@@H](CN(C)C(=O)CCC(F)(F)F)[C@@H](C)CN([C@H](C)CO)C(=O)c2cc(NC(=O)c3ccccc3)ccc2O1 | -11 | -9

Compound activity: PubChem, Broad Institute
